M. tuberculosis HTS: M. tuberculosis growth inhibition, HTS (AID 449762); M. tuberculosis H37Rv growth inhibition, 7H9 media; higher % means a stronger effect; inhibition, % at 25 µM, or IC50 in µM where a hit was titrated; actives 0.59% (n = 330,000); in the data active = a potency from the dose series; inconclusive = inhibition above about 70% without an active follow-up result;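 also: bacterial growth assessed after seven days of incubation; strong numbers were not always called active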
M. tuberculosis: growth inhibition of non-replicating M. tuberculosis (AID 488890); Mycobacterium tuberculosis non-replicating, growth inhibition; higher % means a stronger effect; one-dose inhibition, % at 25 µM; IC50 in µM for titrated hits; actives 0.39% (n = 320,000); in the data active = a potency from the dose series; inconclusive = inhibition mostly from about 82% at the one dose, without a potency; inactive = the rest, 99 in 100 with inhibition below about 76%;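 also: plate controls were DMSO cells for no effect and high antibiotic wells for full effect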
H1N1 NS1A inhibition: H1N1 influenza NS1A inhibitors, functional cell based assay (AID 504329); actives 0.3% (n = 340,000); inhibition, % at 12.5 µM, or IC50 in µM where a hit was titrated; NS1A functional cell-based assay, percent inhibition; higher % means a stronger effect; in the data active = a potency from the dose series; inconclusive = inhibition above about 27% without an active follow-up result; also: strong numbers were not always called active
inhibitors of VEEV: inhibitors of VEEV TC-83 cytopathic effect, confirmation, Vero cells (AID 588727); Vero cells, VEEV TC-83 cytopathic effect inhibition; higher % means a stronger effect; one-dose inhibition, % at 20 µM; IC50 in µM for titrated hits; actives 0.13% (n = 350,000); in the data active = a potency from the dose series; inconclusive = inhibition mostly from about 14% at the one dose, without a potency; inactive = the rest, 99 in 100 with inhibition below about 12%; also: strong numbers were not always called active
Salmonella PhoP GFP: PhoP regulon inhibitors, Salmonella typhi PhoP promoter GFP reporter, confirmatory (AID 1850). one-dose inhibition, % at 50 µM; IC50 in µM for titrated hits. Salmonella Typhi PhoP-promoter GFP reporter, fluorescence, 4 h; higher % means a stronger effect. actives 0.33% (n = 310,000); in the data active = a potency from the dose series; inconclusive = inhibition mostly from about 25% at the one dose, without a potency; inactive = the rest, 99 in 100 with inhibition below about 19%;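 also: 0% = induced wells with vehicle and 100% = uninduced wells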
inhibitors of VEEV 10K pilot screen: also measured in inhibitors of VEEV; calls as there; inhibition, %; measured here: 10K pilot screen inhibition
* hit, by the source's call.

How did CCOC(=O)c1c(-c2cccs2)csc1NC(=O)CSc1ncn[nH]1 do in these assays?
M. tuberculosis HTS: 53%; M. tuberculosis: 34%; H1N1 NS1A inhibition: -1%; inhibitors of VEEV: 0.9%; Salmonella PhoP GFP: -13%

Results for CN(Cc1ccccc1O)CC1CCCN(CCc2ccc(Cl)cc2)C1 (stereo unspecified) ?
M. tuberculosis HTS: 7%; M. tuberculosis: inconclusive; H1N1 NS1A inhibition: 4%; inhibitors of VEEV: 2.1%; Salmonella PhoP GFP: 98µM*

How did Cc1cc(C(=O)OCC(=O)NCCc2ccccc2)c(C)o1 do in these assays?
M. tuberculosis HTS: 9%; M. tuberculosis: 38%; H1N1 NS1A inhibition: -2%; inhibitors of VEEV: 1.4%; Salmonella PhoP GFP: 0%; inhibitors of VEEV 10K pilot screen: 0.8

Results for O=C(c1cc(-c2ccc3c(c2)OCO3)on1)N1CCOCC1 ?
M. tuberculosis HTS: -5%; M. tuberculosis: -5%; H1N1 NS1A inhibition: 4%; inhibitors of VEEV: inactive; Salmonella PhoP GFP: 8%

How did CC(=O)OC(C(=O)NC1CCCCC1)c1ccc(C)cc1 (stereo unspecified) do in these assays?
M. tuberculosis HTS: -9%; M. tuberculosis: -2%; H1N1 NS1A inhibition: 15%; inhibitors of VEEV: 0.2%; Salmonella PhoP GFP: 12%

Results for COc1ccc(C(c2nnnn2Cc2ccccc2)N2CCN(c3nc4ccccc4s3)CC2)cc1OC (stereo unspecified) ?
M. tuberculosis HTS: -1%; M. tuberculosis: 31%; H1N1 NS1A inhibition: 1%; inhibitors of VEEV: inactive; Salmonella PhoP GFP: 7%

What do the screens show for `CC(CC(=O)Nc1cccc(Cl)c1)c1ccccc1` (stereo unspecified)?
M. tuberculosis HTS: -1%; M. tuberculosis: 64%; H1N1 NS1A inhibition: 3%; inhibitors of VEEV: 1.2%; Salmonella PhoP GFP: -8%

How did COc1ccccc1-n1cnc2c(c1=O)c1nc3ccccc3nc1n2-c1ccc(C)cc1 do in these assays?
M. tuberculosis HTS: 8%; M. tuberculosis: 19%; H1N1 NS1A inhibition: -3%; inhibitors of VEEV: 4.4%; Salmonella PhoP GFP: -8%

How did CN(C)C(=O)CCC(=O)N1CCCC(N2CCN(c3cccc(C(F)(F)F)c3)CC2)C1 (stereo unspecified) do in these assays?
M. tuberculosis HTS: -4%; M. tuberculosis: 1%; H1N1 NS1A inhibition: -5%; inhibitors of VEEV: 0.4%; Salmonella PhoP GFP: -2%

How did COC1C(CO)OC(n2c3c(Cl)cccc3c3c4c(c5c6cccc(Cl)c6[nH]c5c32)C(=O)NC4=O)C(O)C1O (stereo unspecified) do in these assays?
H1N1 NS1A inhibition: -6%; inhibitors of VEEV: inactive

Results for CCn1nc(NS(=O)(=O)c2cccc3nonc23)c2cc3ccc(C)cc3nc21 ?
M. tuberculosis HTS: -3%; M. tuberculosis: 51%; H1N1 NS1A inhibition: 5%; inhibitors of VEEV: 2.9%; Salmonella PhoP GFP: 1%

Results for CSC(=NC#N)N1CCN(c2c(C)cccc2C)CC1 ?
M. tuberculosis HTS: -3%; M. tuberculosis: -16%; H1N1 NS1A inhibition: 7%; inhibitors of VEEV: inactive; Salmonella PhoP GFP: 6%

Results for CC(=O)Nc1ccc(SC[C@H](C)CN2CC[C@H](C(C)(C)C)CCC2=O)cc1 ?
M. tuberculosis HTS: -2%; M. tuberculosis: -6%; H1N1 NS1A inhibition: -2%; inhibitors of VEEV: 0.5%

Results for Cc1ccc(-n2c(CSc3nc(C)cc(C)n3)nnc2SCC(=O)NCc2ccco2)cc1 ?
M. tuberculosis HTS: -12%; M. tuberculosis: 2%; H1N1 NS1A inhibition: -2%; inhibitors of VEEV: 3.1%; Salmonella PhoP GFP: inconclusive

Results for Cc1c(CCC(=O)N[C@@H](CC(C)C)C(=O)O)c(=O)oc2c(C)c3oc4c(c3cc12)CCCC4 ?
M. tuberculosis HTS: -3%; M. tuberculosis: 8%; H1N1 NS1A inhibition: -2%; inhibitors of VEEV: 0.2%; Salmonella PhoP GFP: -12%

How did COc1cc(C(=O)O)ccc1O do in these assays?
M. tuberculosis HTS: -4%; M. tuberculosis: -6%; H1N1 NS1A inhibition: -16%; inhibitors of VEEV: 1.8%; Salmonella PhoP GFP: -1%

How did CC(C)CNS(=O)(=O)c1ccc(CCC(=O)O)cc1 do in these assays?
M. tuberculosis HTS: -1%; M. tuberculosis: -4%; H1N1 NS1A inhibition: 8%; inhibitors of VEEV: 0.8%; Salmonella PhoP GFP: -3%

Results for O=C(c1ncc[nH]1)c1ccco1 ?
M. tuberculosis HTS: 0%; M. tuberculosis: -1%; H1N1 NS1A inhibition: -1%; inhibitors of VEEV: inactive; Salmonella PhoP GFP: 1%

How did O=S(=O)(c1cccc2cccnc12)N1CCN(Cc2ccccc2)CC1 do in these assays?
M. tuberculosis HTS: -5%; M. tuberculosis: -7%; H1N1 NS1A inhibition: 0%; inhibitors of VEEV: inactive; Salmonella PhoP GFP: -4%

How did O=C(c1cccc(C(F)(F)F)c1)C1CCCN(C(=O)c2cc(C3CC3)[nH]n2)C1 (stereo unspecified) do in these assays?
M. tuberculosis HTS: 8%; M. tuberculosis: 18%; H1N1 NS1A inhibition: -10%; inhibitors of VEEV: 0.2%; Salmonella PhoP GFP: 2%

What do the screens show for `Cc1cc2nc(C)n(CCCNC(=O)Nc3ccc(F)cc3)c2cc1C`?
M. tuberculosis HTS: 5%; M. tuberculosis: 32%; H1N1 NS1A inhibition: 7%; inhibitors of VEEV: 2.8%; Salmonella PhoP GFP: 6%

Results for COc1ccc(NC2CCCN(C(=O)c3ccc(OC)cc3OC)C2)cc1 (stereo unspecified) ?
M. tuberculosis HTS: 5%; M. tuberculosis: 10%; H1N1 NS1A inhibition: -4%; inhibitors of VEEV: 0.8%; Salmonella PhoP GFP: -6%

What do the screens show for `O=S(=O)(CCN1CCOCC1)c1ccc(Cl)cc1`?
M. tuberculosis HTS: 0%; M. tuberculosis: 24%; H1N1 NS1A inhibition: -2%; inhibitors of VEEV: inactive; Salmonella PhoP GFP: 2%

What do the screens show for `Cn1cc(Br)c(C(=O)NNC(=O)c2ccccc2)n1`?
M. tuberculosis HTS: -2%; M. tuberculosis: 2%; H1N1 NS1A inhibition: -12%; inhibitors of VEEV: inactive; Salmonella PhoP GFP: 1%

What do the screens show for `CC1CN=C(NC(=O)c2cccc([N+](=O)[O-])c2)S1` (stereo unspecified)?
M. tuberculosis HTS: 9%; M. tuberculosis: 45%; H1N1 NS1A inhibition: -4%; inhibitors of VEEV: 0.3%; Salmonella PhoP GFP: -3%

What do the screens show for `O=C1CN(C(=O)COC(=O)CNC(=O)c2ccc(Cl)cc2)c2ccccc2N1`?
M. tuberculosis HTS: -4%; M. tuberculosis: -5%; H1N1 NS1A inhibition: 7%; inhibitors of VEEV: 0.7%; Salmonella PhoP GFP: -1%

How did CCOCCn1c(N2CCN(c3ccccc3)CC2)nc2c1c(=O)n(C)c(=O)n2C do in these assays?
M. tuberculosis HTS: -3%; M. tuberculosis: 12%; H1N1 NS1A inhibition: 9%; inhibitors of VEEV: 5.5%; Salmonella PhoP GFP: -7%

Results for Cc1ccc(/C=N/NC(=O)c2nnn(-c3nonc3N)c2CN(C)C2CCCCC2)cc1 ?
M. tuberculosis HTS: 6%; M. tuberculosis: -5%; H1N1 NS1A inhibition: 7%; inhibitors of VEEV: 0.5%; Salmonella PhoP GFP: -13%

How did O=C(Cc1ccc(S(=O)(=O)N2CCOCC2)s1)N1CCN(c2ccc(C(F)(F)F)cc2[N+](=O)[O-])CC1 do in these assays?
M. tuberculosis HTS: 3%; M. tuberculosis: 21%; H1N1 NS1A inhibition: -6%; inhibitors of VEEV: 0.5%; Salmonella PhoP GFP: 3%

What do the screens show for `CCOC(=O)C1=C(C)N(C)C(=S)NC1c1cccc(Cl)c1Cl` (stereo unspecified)?
M. tuberculosis HTS: inconclusive; M. tuberculosis: 66%; H1N1 NS1A inhibition: 2%; inhibitors of VEEV: inactive; Salmonella PhoP GFP: -6%

How did COCCNC(=S)N/N=C(\C)c1cccc([N+](=O)[O-])c1 do in these assays?
M. tuberculosis HTS: -4%; M. tuberculosis: inconclusive; H1N1 NS1A inhibition: -5%; inhibitors of VEEV: 0.4%; Salmonella PhoP GFP: -2%

What do the screens show for `COc1ccccc1OCCNC(=O)c1cc(F)c(F)cc1Cl`?
M. tuberculosis HTS: -1%; M. tuberculosis: 12%; H1N1 NS1A inhibition: -3%; inhibitors of VEEV: 0.9%; Salmonella PhoP GFP: -5%

What do the screens show for `Cc1ccc(S(=O)(=O)N2CCN(C(=O)c3ccccc3OCc3c(C)noc3C)CC2)cc1`?
M. tuberculosis HTS: 4%; M. tuberculosis: 15%; H1N1 NS1A inhibition: 5%; inhibitors of VEEV: inactive

Results for O=[N+]([O-])c1ccc(Nc2c3ccccc3nc3ccccc23)cc1 ?
H1N1 NS1A inhibition: 8%; inhibitors of VEEV: 2.4%

How did COc1cccc2cc(C(=O)Nc3cccc(C)n3)c(=O)oc12 do in these assays?
M. tuberculosis HTS: 4%; M. tuberculosis: 47%; H1N1 NS1A inhibition: 9%; inhibitors of VEEV: 2.1%; Salmonella PhoP GFP: 1%

Results for CCCCn1c(=O)[nH]c2ccccc21 ?
M. tuberculosis HTS: 4%; H1N1 NS1A inhibition: 3%; inhibitors of VEEV: 2.0%; Salmonella PhoP GFP: -2%

Results for Cc1cc2c(cc(C(=O)OC(C(=O)NCC3CCCO3)C(C)C)n2C)o1 (stereo unspecified) ?
M. tuberculosis HTS: -8%; M. tuberculosis: 15%; H1N1 NS1A inhibition: 4%; inhibitors of VEEV: inactive; Salmonella PhoP GFP: -8%

Results for CCOC(=O)c1cc(C)sc1NC(=O)CCC(=O)O ?
M. tuberculosis HTS: -8%; M. tuberculosis: 5%; H1N1 NS1A inhibition: 8%; inhibitors of VEEV: 1.4%; Salmonella PhoP GFP: 1%

How did CCCc1sc(N)nc1-c1ccc(Cl)cc1 do in these assays?
M. tuberculosis HTS: -1%; M. tuberculosis: 13%; H1N1 NS1A inhibition: 5%; inhibitors of VEEV: 2.4%; Salmonella PhoP GFP: -6%

How did CCCNc1nc2c(c(=O)[nH]c(=O)n2C)n1CCOc1ccccc1 do in these assays?
M. tuberculosis HTS: 0%; M. tuberculosis: -3%; H1N1 NS1A inhibition: -25%; inhibitors of VEEV: inactive; Salmonella PhoP GFP: 2%

How did Cc1cc2nc3s/c(=C/c4ccc(-c5ccccc5C(=O)O)o4)c(=O)n3c2cc1C do in these assays?
M. tuberculosis HTS: 2%; M. tuberculosis: 21%; H1N1 NS1A inhibition: 3%; inhibitors of VEEV: 3.5%; Salmonella PhoP GFP: 9%

How did C=CCN1[C@@H](Cc2ccccc2)COCCS1(=O)=O do in these assays?
H1N1 NS1A inhibition: 2%; inhibitors of VEEV: 0.8%

How did Fc1cccc(Cl)c1CNC(c1ccccc1)c1ccccc1 do in these assays?
M. tuberculosis HTS: 8%; M. tuberculosis: -8%; H1N1 NS1A inhibition: -1%; inhibitors of VEEV: inactive; Salmonella PhoP GFP: -9%

Results for C/C(=N\NC(=O)CSc1nc2ccccc2s1)c1ccco1 ?
M. tuberculosis HTS: 20%; M. tuberculosis: inconclusive; H1N1 NS1A inhibition: 4%; inhibitors of VEEV: 0.7%; Salmonella PhoP GFP: 8%

Arranged by SMILES length (ascending): 5 of the compounds above
How did CCCc1sc(N)nc1-c1ccc(Cl)cc1 do in these assays?
M. tuberculosis HTS: -1%; M. tuberculosis: 13%; H1N1 NS1A inhibition: 5%; inhibitors of VEEV: 2.4%; Salmonella PhoP GFP: -6%

Results for CCOC(=O)c1cc(C)sc1NC(=O)CCC(=O)O ?
M. tuberculosis HTS: -8%; M. tuberculosis: 5%; H1N1 NS1A inhibition: 8%; inhibitors of VEEV: 1.4%; Salmonella PhoP GFP: 1%

How did C=CCN1[C@@H](Cc2ccccc2)COCCS1(=O)=O do in these assays?
H1N1 NS1A inhibition: 2%; inhibitors of VEEV: 0.8%

How did CCCNc1nc2c(c(=O)[nH]c(=O)n2C)n1CCOc1ccccc1 do in these assays?
M. tuberculosis HTS: 0%; M. tuberculosis: -3%; H1N1 NS1A inhibition: -25%; inhibitors of VEEV: inactive; Salmonella PhoP GFP: 2%

How did Cc1cc2nc3s/c(=C/c4ccc(-c5ccccc5C(=O)O)o4)c(=O)n3c2cc1C do in these assays?
M. tuberculosis HTS: 2%; M. tuberculosis: 21%; H1N1 NS1A inhibition: 3%; inhibitors of VEEV: 3.5%; Salmonella PhoP GFP: 9%

Source: PubChem
